Keap1 Nrf2 FP: Keap1-Nrf2 (human) interaction inhibition. inhibition, % at 9.4 µM. hit rate 0.15% among 340,000. Keap1 Kelch-Nrf2 peptide fluorescence polarization, 1536-well. AID 504523. Q14145; in the data active means inhibition above about 12%;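 further: human Keap1 Kelch domain with fluorescein labeled Nrf2 9mer peptide probe; 0% = neutral control wells and 100% = peptide positive control; higher means more block of Keap1 binding to Nrf2 peptide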
C-LANA FP: blocks KSHV LANA C-terminal domain binding to DNA. MBP-C-LANA/FAM-LBS DNA binding, fluorescence polarization. inhibition, % at 9 µM. hit rate 0.078% among 340,000. AID 504423;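 active means highest replicate inhibition at or above 60% at 9 µM, even if other replicates fall short; inactive means all replicates below 60% inhibition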;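 further: 0% = neutral control wells and 100% = 4 µM acridine orange control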
CAL PDZ FP-1: blocks peptide binding to the human CAL PDZ domain. hit rate 0.92% among 300,000. purified CAL PDZ, TMR-peptide fluorescence polarization, 1 h. Q9HD26. inhibition, % at 24.9 µM. AID 602252;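 active means mean inhibition of at least 30% with at least half of replicates also reaching 30%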;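 further: 0% = DMSO neutral control and 100% = excess unlabeled competitor peptide PRC23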
Arrestin-AP2 inh: inhibitors of human beta-arrestin and AP2 interaction; FITC-arrestin peptide / GST-AP2 beads, flow cytometry; AP2 beta2 appendage carries R879A mutation; inhibition, % at 10 µM; hit rate 0.31% among 340,000; AID 504490;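 active means inhibition above a set limit, near 3 SD of compounds lacking own fluorescence, cut at about 54% in these data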;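 further: plate controls were DMSO wells for no effect and 5 µM unlabelled arrestin peptide for full effect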
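Measured by: flow cytometry, FL1 (488/535 nm); Material: AP2 appendage R879A on GSH beads; Evaluation: percent response; Timing: pre-incubation 12 min, peptide binding 1 h, room temperature; Also added: 50 nM FITC-arrestin peptide; Medium: PBS with 0.05% Tween 20 and 0.1% BSA.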
RTF Ca sens inh: cardiac RTF calcium desensitization. P19429+P45379. IANBD-labeled cardiac RTF, Ca2+ fluorescence. inhibition, % at 7.15 µM. hit rate 0.12% among 340,000;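 active means inhibition above the mean inhibition of all tested compounds plus 3 SD, cut at about 17% in these data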;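 further: assay run at fixed EC70 calcium of 1.6 mM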
CAL PDZ FP-2: blocks peptide binding to human CAL PDZ domain. Q9HD26. purified CAL PDZ, TMR-peptide fluorescence polarization, 1 h. inhibition, % at 20 µM. hit rate 0.02% among 330,000. AID 504414;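 active means highest replicate inhibition of at least 40%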;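 further: plate controls were DMSO neutral control wells for no effect and unlabeled competitor peptide control wells for full effect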
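material = purified tagged CAL PDZ domain construct (CerCALP) | compound dosing = 20 µM, one dose | times = 1 h at RT | measured by = fluorescence polarization from S- and P-plane intensities, G-factor corrected | read-out = inhibition from polarization loss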
V-ATPase pH: regulators of yeast V-ATPase proton transport; S. cerevisiae, pHLuorin cytosolic pH fluorescence; response, % at 10 µM; hit rate 0.37% among 350,000; in the data active means response mostly above about 7.3%, no sharp cut-off; inactive means mostly below about 5.4%; further: actives read high; inactives centre near 0; some compounds called inactive have numbers as strong as hits; reference of the scale not given here
DAGLB inh: diacylglycerol lipase beta (human) inhibition; Q8NCG7; HEK293T DAGLB membrane lysate, EnzChek fluorogenic substrate; inhibition, % at 5.17 µM; hit rate 0.059% among 340,000; in the data active means inhibition above about 34%;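 further: 0% = enzyme with vehicle and 100% = wells lacking enzyme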
NSD2 inh: NSD2 (human) methyltransferase inhibition | NSD2 peptide methylation, AlphaScreen, 120 min | O96028 | inhibition, % at 12.5 µM | hit rate 0.54% among 310,000; in the data active means inhibition above about 50%
Pemphigus Ab inh: blocks pemphigus antibody binding to human desmoglein-3; binding (percent of control), % at 10 µM; P32926; DSG3-coupled beads, scFv-anti-DSG3-GFP binding, flow cytometry; hits give low values; hit rate 0.48% among 310,000;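 active means binding more than 3 SD below its plate's average and above zero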;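 further: hits lower antibody fragment binding to DSG3; some compounds called inactive have numbers as strong as hits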
Target sequence (P32926 whole entry, looked up, the tested form may be a part): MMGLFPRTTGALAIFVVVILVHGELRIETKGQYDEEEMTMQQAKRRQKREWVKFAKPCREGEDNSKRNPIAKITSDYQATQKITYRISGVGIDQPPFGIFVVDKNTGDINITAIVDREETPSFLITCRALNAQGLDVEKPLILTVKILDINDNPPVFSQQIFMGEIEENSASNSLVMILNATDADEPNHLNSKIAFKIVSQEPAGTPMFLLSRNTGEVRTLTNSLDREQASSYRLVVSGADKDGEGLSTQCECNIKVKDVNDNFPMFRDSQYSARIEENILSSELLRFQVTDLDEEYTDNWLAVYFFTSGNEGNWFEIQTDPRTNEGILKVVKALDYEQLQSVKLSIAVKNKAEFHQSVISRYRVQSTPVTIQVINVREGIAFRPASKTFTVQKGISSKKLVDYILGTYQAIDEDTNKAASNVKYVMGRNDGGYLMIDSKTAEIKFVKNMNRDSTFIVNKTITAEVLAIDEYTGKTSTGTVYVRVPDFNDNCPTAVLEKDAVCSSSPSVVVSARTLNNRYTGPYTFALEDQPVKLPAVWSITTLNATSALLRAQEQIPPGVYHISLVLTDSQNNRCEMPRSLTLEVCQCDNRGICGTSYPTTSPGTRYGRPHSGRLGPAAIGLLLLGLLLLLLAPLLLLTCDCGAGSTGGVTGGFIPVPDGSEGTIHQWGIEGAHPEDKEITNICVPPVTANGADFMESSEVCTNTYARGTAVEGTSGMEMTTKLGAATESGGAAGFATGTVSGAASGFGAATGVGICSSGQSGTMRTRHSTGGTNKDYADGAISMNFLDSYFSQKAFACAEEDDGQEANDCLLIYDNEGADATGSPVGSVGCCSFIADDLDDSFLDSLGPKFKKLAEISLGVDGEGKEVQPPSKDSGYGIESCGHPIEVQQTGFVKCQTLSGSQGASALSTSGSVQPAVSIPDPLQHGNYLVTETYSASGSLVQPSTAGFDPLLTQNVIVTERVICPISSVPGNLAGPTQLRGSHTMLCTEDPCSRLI
* hit, by the source's call; i = inactive; / = no result given. The list is partial; the hit share may differ from the screen's.

Results follow in this order: NSD2 inh	Keap1 Nrf2 FP	RTF Ca sens inh	C-LANA FP	Arrestin-AP2 inh	CAL PDZ FP-1	V-ATPase pH	Pemphigus Ab inh	CAL PDZ FP-2	DAGLB inh
O=C1c2cccc3c(O)ccc(c23)C(=O)N1Cc1ccco1
  /	37*	i	76*	11	0	4	108	0.2	-166
COCCNC(=O)c1ccc2c(=O)n(Cc3ccco3)c(SCC(=O)NC3CCCCC3)nc2c1
  -1	-6	-9	-2.9	2	2	-2	96	-0.8	-2
COc1cc2ccccc2cc1C(=O)Nc1ccc(N2CCN(C)CC2)cc1
  4	0	2	-1.2	-4	13	6	102	-0.7	-1
COc1cc(C(=O)NC2CCCCCCC2)cc(OC)c1OC
  0	0	0	-0.6	-14	1	9	/	0.3	0
Cc1nn(CC(=O)c2ccc(Br)s2)c(C)c1[N+](=O)[O-]
  1	-3	-8	24	-13	-5	-2	99	-0.6	1
CS(=O)(=O)Nc1ccc(-c2cn3cccnc3n2)cc1
  0	7	-4	-2.6	6	-6	-1	109	-1.4	-2
CCOC(=O)C1=C(CN2CCN(c3ccc(F)cc3)CC2)NC(=O)NC1c1cccs1 (centres undefined)
  14	-5	-4	-0.5	12	0	1	105	/	2
O=c1c2ccccc2oc2nc(-c3ccco3)n(Cc3ccccc3)c(=O)c12
  -1	1	-13	0.5	11	-1	-8	105	-2.2	-2
CCOC(=O)/C(=N\Nc1ccc(C(C)=O)cc1)c1csc(Nc2ccccc2)n1
  2	-6	-126	4.3	-3	-1	-4	106	1.3	-2
COC(=O)Nc1ccc(S(=O)(=O)N2CCCCCC2)cc1
  8	0	-6	-1.6	4	-4	-1	98	0.0	1
Cc1ccc(CNC(=O)CSc2nc(C)cc(C)c2C#N)cc1
  -8	-4	-28	-0.4	1	-1	2	118	-2.3	-5
CCOC(=O)N1CCN(C(=O)CS(=O)(=O)c2cn(Cc3ccccc3C)c3ccccc23)CC1
  /	-3	-2	-0.1	-8	-3	5	106	0.6	0
NS(=O)(=O)c1ccc(NC(=O)CN2CCN(S(=O)(=O)c3cccs3)CC2)cc1
  4	/	-5	/	-1	0	4	103	-0.9	1
C#CCN(Cc1ccco1)C(=O)c1cc(COc2ccc(F)cc2Cl)on1
  0	-9	-4	-1.5	-29	/	-2	81	-0.3	-5
Cc1csc(NC(=O)COc2ccc3c(c2)CCC3)n1
  1	-4	1	-0.3	-6	-5	0	117	-0.5	-7
Cn1c(-c2cc3ccccc3oc2=O)nc2ccccc21
  14	-7	6	1.4	-6	-6	0	113	0.3	3
OCCNCc1cc(Br)ccc1OCc1ccc(Cl)cc1Cl
  -2	-6	-15	-1.0	-21	-2	0	114	-1.3	-3
CC(C)NS(=O)(=O)c1ccc(OCC(=O)N(C)Cc2ccccc2)cc1
  -10	2	-2	0.7	24	/	-1	97	-1.0	0
CCOc1ccc(S(=O)(=O)Nc2ccccn2)c2ccccc12
  24	-4	-18	-0.5	-6	-6	2	100	0.5	1
COC(=O)Nc1ccc(S(=O)(=O)NNC(=O)c2c(O)c3ccccc3[nH]c2=O)cc1
  -2	3	-3	-0.3	5	-3	-1	103	-0.8	3
COc1ccc(Cn2c(C)nnc2-c2cnn(C)c2N)cc1OC
  0	0	-15	-0.9	0	6	0	108	-0.2	0
Cc1ccc(N=Cc2cc3c(cc2[N+](=O)[O-])OCO3)cc1[N+](=O)[O-]
  -1	/	/	/	-8	/	0	104	/	/
Cc1cc(-c2ccccc2)nc(Cl)c1C#N
  -3	2	-3	3.1	6	-5	3	/	-0.7	-6
c1ccc(-c2ccccc2OCCCCn2ccnc2)cc1
  38	-4	-5	1.3	2	-3	2	125	-0.8	-1
CC1Cc2cc(S(=O)(=O)NCc3ccccc3)ccc2N1C(=O)C1CCC1 (centres undefined)
  28	4	-5	-0.3	33	-6	3	/	-0.3	1
C=CCc1cc(Cl)ccc1OCCNCCCOC
  15	-1	-10	0.2	-9	-2	1	133	-1.2	0
COc1ccc2nc(SCC(=O)NCC(F)(F)F)[nH]c2c1
  -13	4	-4	3.6	16	1	0	90	0.2	3
COCCCNC(=O)CC(=O)N/N=C\c1ccc(SC)cc1
  -2	-3	-5	1.3	0	1	7	102	0.0	0
CC(C)(C)OC(=O)NCCCCCNC(=O)c1nc[nH]c1C(=O)NCc1ccc(CNC(=O)OC(C)(C)C)cc1
  /	-8	-13	-2.1	-1	3	2	100	0.4	0
CCOC(=O)C1=C(Cn2cnc3ccccc32)NC(=O)NC1c1ccc(OC)cc1 (centres undefined)
  2	-2	2	-1.3	10	-3	11	102	-1.6	3
CCC(C)NC(=O)CSc1nc2ccccc2c(=O)n1CCCN1CCCCC1 (centres undefined)
  0	4	0	0.1	39	-4	0	108	12	-1
CC(C)Cc1cc(C(=O)Nc2ccc(F)cc2F)no1
  /	-2	-5	1.9	5	-3	-3	104	-0.3	-3
O=C(O)c1cccc(NS(=O)(=O)c2ccc3c4c(cccc24)C(=O)N3)c1
  4	5	-10	-0.3	19	-3	2	111	-3.2	-2
COc1ccc(C2=Nn3c([n+](C)c4ccccc43)SC2)cc1
  0	-5	-18	-0.4	15	-4	-3	97	-2.6	-3
Cc1ccc(C)c(NC(=S)NCCc2ccc(F)cc2)c1
  0	2	11	-1.4	21	6	6	100	-0.5	-3
CCOC(=O)c1ccccc1NC(=O)c1ccc2nc[nH]c2c1
  1	-3	-1	2.0	25	0	-6	92	-3.5	-5
COc1cccc(C(=O)NC(=S)Nc2ccc3c4c(cccc24)CC3)c1
  0	0	-9	6.9	38	5	6	110	0.0	-21
O=C1[C@@H]2C(c3cccnc3)=NO[C@@H]2C(=O)N1c1ccc(Cl)cc1Cl
  1	-1	-3	-0.9	15	-1	0	106	-0.5	0
CCN(C(=O)COC(=O)c1ccc2[nH]c3c(c2c1)CCCC3)C1CCS(=O)(=O)C1 (centres undefined)
  3	0	1	-2.1	13	-5	-2	99	-0.8	-1
COCCOc1ccc(C(F)(F)F)cc1NC(=O)COC(=O)c1ccc(N2CCCC2=O)cc1
  5	-3	-6	-0.3	-17	/	2	93	-0.7	-1
COc1cc(C(=O)N2CCc3ccccc32)ccc1OCc1c(C)noc1C
  -1	0	-11	-0.5	12	-3	-4	101	-1.9	1
Cc1cccc2sc(N(CCCN(C)C)C(=O)c3nc4ccccc4s3)nc12
  0	1	-1	-2.2	-4	-7	-1	118	-3.7	0
COC(=O)C1OC1c1cc([N+](=O)[O-])ccc1OC (centres undefined)
  0	-2	-13	-1.7	8	-5	-4	93	-0.8	2
O=c1sc(N2CCN(c3ccccc3F)CC2)nc2ccsc12
  /	-4	-2	1.3	-4	-6	-3	95	-1.4	-9
Cc1cccc(N(CC(=O)N2CCCC2)S(C)(=O)=O)c1
  -2	-2	0	5.4	12	-2	3	124	-0.3	3
CC(=O)c1ccc(N2CCN(C(=O)CCCn3c(=S)[nH]c4cc5c(cc4c3=O)OCO5)CC2)cc1
  0	-3	-5	0.5	7	-4	2	/	-0.8	3
CC(C)(C)C(=O)NC1CC2CCCC(C1)N2C(=O)Nc1ccccc1Cl (centres undefined)
  -2	-8	-9	-0.7	0	-3	-4	108	/	1
COc1ccc(Br)cc1-c1noc(-c2ccccc2)n1
  -2	-3	-1	-0.5	3	/	-2	107	-0.8	-5
Cc1c(C(=O)N2CCCC2)c(S(=O)(=O)Nc2cccc(Br)c2)c(C)n1C
  5	-5	-12	-0.6	-3	2	0	102	-1.9	0
COc1ccc(NC(=O)CC(=O)Nc2ccc(OC)cc2OC)c(OC)c1
  -2	0	-4	1.2	5	-2	-2	106	-2.4	5
CCOC(=O)C1=C(C)N(C2CCCCC2)C(=O)C1
  /	-5	8	0.1	16	-4	-1	107	/	-1
Cc1cc(N2CCOCC2)nc(-c2ccc([N+](=O)[O-])cc2)n1
  0	2	6	-0.2	0	0	-2	83	-2.2	0
NC(=O)CN1C(=O)C(=O)N(Cc2cccc(Cl)c2)C1=O
  -2	1	-18	-1.3	12	1	-3	107	0.2	1
CCN1C(=Nc2ccc(Cl)cc2)SC/C1=C\C(=O)OC
  -1	3	-17	1.5	-4	-3	-1	96	0.6	-10
COc1ccc(N2CCN(C(CNC(=O)COc3ccccc3)c3ccco3)CC2)cc1 (centres undefined)
  25	-2	-4	0.4	-6	-6	1	101	-0.2	0
NC(=O)C1CCN(C(=O)c2cc3n(n2)C(C(F)(F)F)CC(c2ccco2)N3)CC1 (centres undefined)
  /	-1	-12	-3.4	9	-4	-5	96	0.4	2
O=C(NCCN1CCOCC1)/C(=C\c1ccccc1F)NC(=O)c1ccccc1
  2	3	-1	2.9	-5	-5	-1	102	-1.9	0
Cc1c(Cl)c([N+](=O)[O-])nn1CCCC(=O)Nc1cc(Cl)ccc1Cl
  -1	-2	-3	-0.1	-3	-1	-1	109	-0.7	-4
Cn1c(=O)n(C)c2cc(/C=N/NC(N)=S)ccc21
  -2	-2	-3	-0.3	51	-1	-4	101	-0.6	-1
C/C(=N/NC(=O)Cn1nc2ccccc2n1)c1ccc(F)cc1
  -4	4	-7	-2.0	2	-1	6	116	-1.4	0

Taken from the results shown (three entries):
Results follow in this order: NSD2 inh	Keap1 Nrf2 FP	RTF Ca sens inh	C-LANA FP	Arrestin-AP2 inh	CAL PDZ FP-1	V-ATPase pH	Pemphigus Ab inh	CAL PDZ FP-2	DAGLB inh
Cc1c(Cl)c([N+](=O)[O-])nn1CCCC(=O)Nc1cc(Cl)ccc1Cl
  -1	-2	-3	-0.1	-3	-1	-1	109	-0.7	-4
Cn1c(=O)n(C)c2cc(/C=N/NC(N)=S)ccc21
  -2	-2	-3	-0.3	51	-1	-4	101	-0.6	-1
C/C(=N/NC(=O)Cn1nc2ccccc2n1)c1ccc(F)cc1
  -4	4	-7	-2.0	2	-1	6	116	-1.4	0

Remaining list, next part:
Results follow in this order: NSD2 inh	Keap1 Nrf2 FP	RTF Ca sens inh	C-LANA FP	Arrestin-AP2 inh	CAL PDZ FP-1	V-ATPase pH	Pemphigus Ab inh	CAL PDZ FP-2	DAGLB inh
COc1ccc(CNC(=O)Cn2cncn2)cc1OC
  -2	-2	2	0.1	28	-3	7	/	-1.6	2
COc1ccc(C(CNC(=O)c2cc(C)on2)N(C)C)cc1 (centres undefined)
  -2	-3	-18	-1.1	-5	/	1	/	-0.3	-1
CCNC(=O)N(C(=O)NCC)n1c(C)nnc1C
  3	2	-6	-0.4	/	9	1	109	-0.9	-2
CCOc1ccc(NC(C)c2cc(Cl)ccc2O)cc1 (centres undefined)
  /	-5	-11	-1.0	10	-3	1	111	-1.1	-1
C/C(=N\NC(=O)Cc1ccccc1)c1cccnc1
  0	2	-3	-0.6	6	-1	0	101	0.6	-3
CC(=O)Nc1ccc(NC(=O)CC(C)n2ccnc2)cc1 (centres undefined)
  -4	-3	0	-0.7	-11	/	-3	96	-0.4	-1

Screening data: PubChem, several laboratories
